High-throughput results: PubChem BioAssay, Broad Institute
Tcruzi prolif: T. cruzi proliferation inhibition. inhibition, % at 8.34 µM. T. cruzi beta-gal in NIH3T3, GalScreen luminescence, 90 h. AID 624255. actives 5.9% (n = 77,000);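 active means mean inhibition above about 93%, with at least 55% of replicates each passing it, limit read from the data, passing the limit was not always enough; inconclusive means only one of those two conditions holds; inactive means neither condition holds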
C diff HTS: inhibitors of Clostridium difficile growth. growth activity, negative = inhibition, % at 16 µg/mL (by protocol). AID 1259249. actives 0.25% (n = 86,000). Clostridium difficile clinical isolate growth, OD600, 24 h; active compounds read low;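 active means mean growth activity at or below -80% and every replicate also at or below -80%; inconclusive means mean at or below -80% but some replicate above -80%; inactive means mean growth activity above -80%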;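 further: 0% = DMSO wells and -100% = levofloxacin 16 µg/mL wells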
Pf Dd2 inh: blocks growth of Plasmodium falciparum Dd2 parasites; actives 2.3% (n = 94,000); AID 1159554; activity change, % at 10 µM; P. falciparum Dd2 growth, SYBR Green, 72 h; active compounds read low; in the data active means activity change below about -80%; inconclusive means no clear call, values can overlap the other calls
GASC1 inh: blocks human GASC-1 (KDM4C) demethylase activity; Q9H3R0; GST-KDM4C 2-372, H3K9me3 peptide, LANCE TR-FRET; inhibition, % at 12.5 µM; actives 0.15% (n = 96,000); AID 720574;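 active means mean replicate inhibition above about 25%, with at least 55% of replicates also reaching it, limit read from the data, passing the limit was not always enough; inconclusive means only one of those two conditions met; inactive means neither condition met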
Target sequence (Q9H3R0 2-372 limits assumed): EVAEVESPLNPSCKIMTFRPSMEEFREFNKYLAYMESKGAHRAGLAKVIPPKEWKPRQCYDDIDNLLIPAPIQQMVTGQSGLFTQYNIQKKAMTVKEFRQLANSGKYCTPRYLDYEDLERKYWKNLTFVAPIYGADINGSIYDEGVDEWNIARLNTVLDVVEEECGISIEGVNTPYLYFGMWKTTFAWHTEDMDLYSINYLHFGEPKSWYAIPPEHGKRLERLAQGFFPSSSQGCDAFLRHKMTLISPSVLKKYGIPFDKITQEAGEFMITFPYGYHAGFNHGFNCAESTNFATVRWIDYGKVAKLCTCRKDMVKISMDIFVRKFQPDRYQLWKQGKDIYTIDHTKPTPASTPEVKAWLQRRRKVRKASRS
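Test system – GST-tagged GASC-1 (JMJD2C) catalytic fragment, aa 2-372 · Medium – HEPES buffer, pH 7.5, plus ascorbate · Reagent – H3K9me3 peptide with Fe(II)/2OG · Compound – one test concentration per compound · Timing – 30 min reaction, 60 min detection, RT · Technique – TR-FRET with Eu antibody and ULight streptavidin, EDTA stop · Read-out basis – inhibition from TR-FRET ratio decrease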
Active calls of the source: *; ? = inconclusive; nt = no result given; & = joins results of further samples. Compounds as they come. Share with any hit: about 7%.

SMILES | Tcruzi prolif | C diff HTS | Pf Dd2 inh | GASC1 inh
C[C@H](CO)N1C[C@H](C)[C@@H](CN(C)C(=O)c2cccnc2)Oc2ncc(/C=C/c3ccccc3)cc2C1=O | 68.3 | 3.4 | -50.8 | -1.4
COc1ccc2c3c([nH]c2c1)[C@@H](CO)N(S(=O)(=O)c1cn(C)cn1)CC31CCN(CC2CCCCC2)CC1 | nt | -7.6 | -73.4 | 0.1
COc1ccc(C#Cc2ccc3c(c2)O[C@@H](CN(C)C(=O)c2ccccn2)[C@@H](C)CN([C@H](C)CO)S3(=O)=O)cc1 | nt | -3.2 | -61.4 | -8.3
Cc1ccc(-c2ccc([C@@H]3[C@H]4CN(C(=O)Nc5cccc(F)c5)CC(=O)N4[C@H]3CO)cc2)cc1 | nt | 23.9 | -13.2 | -1.6
CO[C@H]1CN(C)C(=O)c2ccc(NC(=O)Cc3ccccc3)cc2OC[C@H](C)NC[C@@H]1C | nt | 0.2 | 4.5 | -0.4
CCCNC(=O)C[C@@H]1CC[C@H]2[C@@H](COc3ccc(NC(=O)Nc4ccccc4F)cc3C(=O)N2C)O1 | 16.1 | -3.5 | -9.0 | -0.6
COc1ccc(NC(=O)N(C)C[C@@H]2OCCCC[C@@H](C)Oc3ccc(NS(=O)(=O)c4ccc(OC)cc4)cc3C(=O)N([C@H](C)CO)C[C@H]2C)cc1 | 21.5 | 9.5 | -4.3 | -0.6
C/C=C/c1ccc2c(c1)O[C@@H](CN(C)C(=O)C1CC1)[C@H](C)CN([C@H](C)CO)S2(=O)=O | -121.1 | -2.5 | 7.0 | 0.3
Cc1ccccc1S(=O)(=O)N1C[C@H](O)COC[C@H]2O[C@H](CC(=O)NCCc3ccccc3)CC[C@@H]21 | 50.3 | -0.7&-14.7 | -1.7 | -0.4
Cc1noc(C)c1NC(=O)Nc1ccc2c(c1)C(=O)N([C@@H](C)CO)C[C@H](C)[C@@H](CN(C)C(=O)Nc1ccc3c(c1)OCO3)OCCCC[C@H](C)O2 | 9.7 | 1.0 | -22.0 | 0.1
O=C(C[C@@H]1C[C@@H]2c3cc(NC(=O)c4cccnc4)ccc3O[C@@H]2[C@@H](CO)O1)NCc1ccncc1 | -21.6 | -1.2 | 4.7 | -1.9
O=C(CN1CCOCC1)N[C@@H]1CC[C@H](CCNC(=O)C2CCCCC2)O[C@@H]1CO | nt | 1.1 | -9.6 | 0.2
CC(=O)N1[C@@H](CO)[C@@H](c2ccccc2)[C@@H]1CNC(=O)CN1CCOCC1 | 11.4 | -10.2 | 34.6 | -1.0
C[C@@H]1CN([C@H](C)CO)C(=O)c2cc(C#CC3CCCCC3)cnc2O[C@@H]1CN(C)S(=O)(=O)c1ccc(F)cc1 | ? | -10.0 | -23.3 | -1.7
O=C(C[C@H]1CC[C@@H]2[C@H](COC[C@H](O)CN2C(=O)c2ccc3c(c2)OCO3)O1)NCCN1CCCCC1 | -8.6 | 9.7&0.4 | 18.5 | 3.7
C[C@H]1CN([C@@H](C)CO)C(=O)c2cc(NC(=O)C3CCCCC3)ccc2O[C@@H]1CN(C)C(=O)Nc1cccc2ccccc12 | 0.9 | 1.0 | 10.7 | -1.6
CCNC(=O)C[C@H]1C=C[C@@H](NC(=O)C2CCOCC2)[C@@H](CO)O1 | nt | 3.7 | -26.6 | 1.2
COc1ccc(NC(=O)N(C)C[C@H]2Oc3ccc(NC(=O)NC(C)C)cc3C(=O)N([C@@H](C)CO)C[C@H]2C)cc1 | nt | -2.1 | -23.4 | 2.3
CCCC#Cc1cnc2c(c1)C(=O)N([C@H](C)CO)C[C@@H](C)[C@H](CN(C)S(C)(=O)=O)O2 | 8.9 | -1.9 | 13.1 | -0.7
O=C(C[C@@H]1CC[C@H](NC(=O)Cc2cccnc2)[C@@H](CO)O1)NCc1ccc2c(c1)OCO2 | -14.0 | nt | -1.4 | 0.9
COc1ccccc1S(=O)(=O)N[C@H]1C=C[C@H](CC(=O)N2CCOCC2)O[C@@H]1CO | -10.7 | -3.0 | -6.6 | -0.8
C[C@H](O)C#Cc1cnc2c(c1)C(=O)N([C@H](C)CO)C[C@H](C)[C@H](CN(C)C(=O)c1ccccc1F)O2 | -3.5 | 1.0 | nt | -1.3
COc1ccccc1NC(=O)Nc1ccc2c(c1)C(=O)N(C)C[C@@H](OC)[C@@H](C)CN[C@@H](C)CO2 | -40.6 | -1.2 | 18.4 | -0.5
COc1ccc(S(=O)(=O)N(C)C[C@@H]2Oc3c(NS(=O)(=O)c4ccc(F)cc4)cccc3C(=O)N([C@@H](C)CO)C[C@@H]2C)cc1 | 49.1 | 64.0 | -4.5 | -1.0
CCC(=O)N1CC(=O)N2[C@H](C1)[C@H](c1ccc(-c3ccccc3F)cc1)[C@@H]2CO | nt | -5.2 | 18.9 | 2.2
O=C(C[C@H]1CC[C@@H]2[C@H](COC[C@H](O)CN2C(=O)c2ccccc2F)O1)NCc1ccc(Cl)cc1 | -7.6 | nt | 6.0 | 0.4
COc1ccc2c3c([nH]c2c1)[C@@H](CO)N(C(=O)Nc1ccccc1F)CC31CCN(C(C)=O)CC1 | nt | 3.0 | -12.5 | -0.2
O=C(CCN1CCCCC1)N[C@@H]1C=C[C@@H](CC(=O)N2CCC(Cc3ccccc3)CC2)O[C@H]1CO | -34.8 | nt | -23.1 | -0.9
CCCNC(=O)N1[C@H](C#N)[C@H](c2ccc(C3=CCCCC3)cc2)[C@H]1CO | 53.1 | -21.1 | ? | 1.1
C[C@@H]1CN([C@@H](C)CO)C(=O)c2cccc(NS(=O)(=O)c3ccccc3)c2O[C@@H]1CN(C)C(=O)NC1CCCCC1 | -17.2 | -1.1 | -32.7 | 4.2
N#Cc1ccc(-c2ccc3c(c2)[C@H]2[C@H](CCN2C(=O)C2CCCC2)[C@@H](CO)N3)cc1 | nt | 0.6 | -56.4 | -0.4
COc1ccc(NC(=O)Nc2ccc3c(c2)CC(=O)N([C@H](C)CO)C[C@@H](C)[C@@H](CN(C)C(=O)Nc2c(C)noc2C)O3)cc1 | 28.4 | 8.8 | 19.3 | -2.3
CO[C@@H](CN(C)C(=O)c1cnccn1)[C@@H](C)CN([C@H](C)CO)S(=O)(=O)c1ccc(F)cc1 | -22.4 | nt | 23.0 | 0.8
C[C@@H]1CN([C@H](C)CO)C(=O)c2cc(NC(=O)C3CCCCC3)ccc2O[C@H]1CN(C)Cc1ccncc1 | 49.4 | -1.8 | 16.7 | 0.2
N#C[C@@H]1[C@@H](c2ccccc2C2=CCCCC2)[C@@H](CO)N1C(=O)c1ccccn1 | nt | -10.0 | 16.2 | -0.9
COCC(=O)N1[C@@H](C#N)[C@H](c2ccccc2-c2ccccc2)[C@@H]1CO | nt | -8.1 | -86.2* | 0.1
CN1C(=O)c2cc(NC(=O)C3CC3)ccc2OC[C@H]2O[C@@H](CC(=O)Nc3cc(F)ccc3F)CC[C@@H]21 | nt | 5.1 | 8.0 | -1.2
C[C@@H]1CCCCO[C@@H](CN(C)C(=O)Nc2ccc3c(c2)OCO3)[C@H](C)CN([C@H](C)CO)C(=O)c2cc(NC(=O)Cc3ccccc3)ccc2O1 | 81.9 | 3.0 | -60.2 | 0.3
N#C[C@H]1[C@@H](c2ccccc2C2=CCCC2)[C@@H](CO)N1C(=O)NC1CCCCC1 | nt | 5.8 | -27.9 | 0.3
C[C@@H]1CCCCO[C@@H](CN(C)Cc2ccncc2)[C@@H](C)CN([C@H](C)CO)C(=O)c2cc(NC(=O)c3ccccc3)ccc2O1 | 52.9 | 1.8 | 40.0 | nt
COCC#Cc1cnc2c(c1)C(=O)N([C@H](C)CO)C[C@@H](C)[C@@H](CN(C)Cc1ccc3c(c1)OCO3)O2 | nt | 1.3 | 0.4 | -0.9
CC(C)NC(=O)N(C)C[C@H]1Oc2ccc(NC(=O)Cc3cn(C)c4ccccc34)cc2C(=O)N([C@H](C)CO)C[C@H]1C | 53.0 | -1.5 | 6.8 | -0.4
C[C@H](CO)N1C[C@H](C)[C@@H](CN(C)Cc2ccccc2)Oc2ccc(NC(=O)NC3CCCCC3)cc2CC1=O | 48.2 | -2.5 | -41.4 | -1.4
CCS(=O)(=O)Nc1ccc2c(c1)C(=O)N(C)[C@@H]1CC[C@@H](CC(=O)NC3CCCCC3)O[C@@H]1CO2 | 4.9 | -3.8 | -0.2 | 0.1
CN1C(=O)c2cc(NS(=O)(=O)c3ccc(F)cc3)ccc2OC[C@@H]2O[C@H](CC(=O)NCC(F)(F)F)CC[C@@H]21 | 29.5 | -4.4 | -2.4 | -0.4
C[C@H]1CN([C@@H](C)CO)S(=O)(=O)c2ccc(C#CC3CCCC3)cc2O[C@H]1CN(C)S(C)(=O)=O | 88.7 | nt | 0.1 | -2.6
CCCNC(=O)C[C@@H]1C[C@@H]2c3cc(NS(=O)(=O)c4ccccc4)ccc3O[C@@H]2[C@H](CO)O1 | -29.0 | -4.9 | 11.2 | 0.1
COc1ccccc1NC(=O)N1CCCCN2[C@H](C1)[C@H](c1ccc(-c3ccc(C)cc3)cc1)[C@@H]2CO | 112.8* | 1.7 | -48.1 | 0.8

Records listed so far printed as active in Pf Dd2 inh:
SMILES	C diff HTS	Pf Dd2 inh	GASC1 inh
COCC(=O)N1[C@@H](C#N)[C@H](c2ccccc2-c2ccccc2)[C@@H]1CO	-8.1	-86.2*	0.1

As entered above.
Under GASC1 inh, COCC#Cc1cnc2c(c1)C(=O)N([C@H](C)CO)C[C@@H](C)[C@@H](CN(C)Cc1ccc3c(c1)OCO3)O2 has -0.9
Under Pf Dd2 inh, C[C@@H]1CCCCO[C@@H](CN(C)Cc2ccncc2)[C@@H](C)CN([C@H](C)CO)C(=O)c2cc(NC(=O)c3ccccc3)ccc2O1 has 40.0

Remaining list, next part:
SMILES | Tcruzi prolif | C diff HTS | Pf Dd2 inh | GASC1 inh
CC(C)C#Cc1ccc([C@@H]2[C@H](CO)N3C(=O)CN(C(=O)C4CCCCC4)C[C@@H]23)cc1 | nt | 38.1 | -39.9 | -0.3
C[C@@H]1CCCCO[C@H](CN(C)C(=O)CCC(F)(F)F)[C@@H](C)CN([C@@H](C)CO)C(=O)c2cc(NC(=O)Nc3ccccc3)ccc2O1 | 27.7 | 5.4 | -23.6 | -0.4
CO[C@H]1CC[C@H]2CCN(C)C(=O)C[C@@H](c3ccccc3)CN(C)C(=O)c3cc(C#N)ccc3OC[C@@H]1O2 | -54.2 | nt | nt | -0.3
COC(=O)C[C@@H]1CC[C@H]2[C@@H](COC[C@@H](O)CN2S(=O)(=O)c2ccc(F)cc2)O1 | -20.6 | -1.9&-2.8 | -15.8 | 1.0
Cc1noc(C)c1NC(=O)Nc1ccc2c(c1)CC(=O)N([C@H](C)CO)C[C@@H](C)[C@H](CN(C)C(=O)Nc1ccc(C(F)(F)F)cc1)O2 | 35.9 | -2.3 | 9.5 | 0.0
COc1ccc2c3c([nH]c2c1)[C@H](CO)NCC31CCN(C(=O)C2CCCC2)CC1 | nt | 1.2 | -57.7 | -0.2
CC(C)CC#Cc1ccc2c(c1)O[C@@H](CN(C)C(=O)Cc1ccncc1)[C@H](C)CN([C@@H](C)CO)S2(=O)=O | 99.8* | 1.6 | -82.1* | 2.7
Cc1ccc(S(=O)(=O)N2CC[C@@H]3[C@H](CO)N(C)c4ccc(-c5ccc(C#N)cc5)cc4[C@@H]32)cc1 | 6.9 | -4.1 | -18.5 | -11.4
CCCC(=O)Nc1ccc2c(c1)C(=O)N(C)C[C@H](OC)[C@@H](C)CN(Cc1nccs1)[C@@H](C)CO2 | 22.6 | nt | -13.1 | -0.4
O=C(C[C@@H]1CC[C@@H]2[C@H](COC[C@@H](O)CN2C(=O)Nc2cccc(Cl)c2)O1)NCCCN1CCOCC1 | 93.4 | 53.8&39.0 | 15.2 | -1.3
COc1ccc2c3c(n(C)c2c1)[C@@H](CO)N(CC1CC1)CC31CN(C(=O)c2ccc(F)cc2)C1 | nt | 9.2 | -55.1 | -0.2
CC(C)NC(=O)Nc1ccc2c(c1)CC(=O)N([C@@H](C)CO)C[C@@H](C)[C@H](CN(C)C(=O)Nc1cccc3ccccc13)O2 | 28.6 | -12.2 | -27.2 | 0.0
C[C@@H]1CN([C@@H](C)CO)C(=O)c2cc(-c3cncnc3)cnc2O[C@H]1CN(C)Cc1ccccc1 | 41.9 | -3.9 | 12.7 | -0.2
C[C@@H]1CN([C@@H](C)CO)C(=O)c2cccc(NC(=O)c3ccncc3)c2O[C@@H]1CN(C)Cc1ccc(C(F)(F)F)cc1 | 12.9 | -2.3 | 3.5 | -0.7
COc1ccccc1NC(=O)Nc1ccc2c(c1)C(=O)N(C)C[C@H](OC)[C@@H](C)CN[C@@H](C)CO2 | -2.6 | 0.5 | 2.4 | -1.3
COCC#Cc1cnc2c(c1)C(=O)N([C@@H](C)CO)C[C@@H](C)[C@@H](CN(C)C(=O)Nc1ccc(OC)cc1)O2 | 54.6 | 1.6 | -6.6 | -0.3
